Screening results (PubChem)
p53ts 39C tox = qHTS Screen for Compounds that Selectively Target Cancer Cells with p53 Mutations: Cytotoxicity of p53ts Cells at the Nonpermissive Temperature | H1299-p53A138V viability at 39C, ATP luminescence, 24 h | Potency, µM (highest dose often 46.1 µM), without a hit: top-dose activity change, negative = cell killing, usual class: cytotoxic | 130,000 tested, 1.5% active | AID 902, 2007; also: nearly all actives have a fitted effect of over 55% in size
p53ts 32C tox = qHTS Screen for Compounds that Selectively Target Cancer Cells with p53 Mutations: Cytotoxicity of p53ts Cells at the Permissive Temperature. 130,000 tested, 0.93% active. Potency, µM (titrated, usually from 46.1 µM), inactives show at the highest dose activity change, negative = cytotoxicity, most hits filed as cytotoxic. H1299-p53A138V at 32C, ATP luminescence viability, 24 h;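 also: 0% = DMSO and -100% = full killing by reference compound; nearly all actives have a fitted effect of over 55% in size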
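Cells: H1299 p53ts (A138V), 600/well, pre-incubated 16–30 h at 37C. Cpd up to 46 uM, 24 h, 32C. Readout: ATPlite luminescence, 20 min RT. Normalization: DMSO vs tamoxifen 100 uM. AC50 by Hill equation.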
IkB signaling = IkB Signaling; ABC-DLBCL IkBa-CBG/CBR dual luciferase ratio, 4 h; response scale: scaled: untreated 0%, proteasome inhibitor 100%; Potency, µM (doses to about 57.1 µM), for inactives: at the highest dose IkBa stabilization activation; 110,000 tested, 0.04% active; active = well fitted curve in the direction sought with a large enough effect in the signal ratio, not every such curve was filed as active; inconclusive = small, poorly fitted or top-dose-only effect, or a change in a side signal; the % refers to the signal ratio;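 also: the direction sought is a rising ratio; 0% = basal untreated cells and 100% = reference inhibitor full response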
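Curves were fitted separately to fusion (green), unfused (red) and ratio luminescence, then classed by r2, magnitude and activity. Cells: OCI-Ly3, 4 h compound plus doxycycline at 37C; 10 uM MG-132 defined full response.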
Imprint erasure = qHTS Assay for Compounds that Induce Erasure of Genomic Imprints; mouse ES Peg3-LacZ reporter, beta-gal luminescence, 40 h; Potency, µM (titrated, usually from 60.7 µM), inactives show at the top dose activity change, positive = activation, hits mostly activators; 110,000 tested, 0.02% active; AID 1948, 2009;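 also: 0% = negative control wells on the plate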
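Imprint erasure is scored as LacZ activity from the silenced maternal Peg3 allele in feeder-free female ES cells cultured 40 h with LIF. Luminescence is normalized to in-plate negative controls and fitted to the Hill equation.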
* marks the source's active call; other numbers are inactive results; ? = inconclusive; / = not tested or not shown; [ ] = remark or other dose. Unless noted, calls follow the shape of the dose curve; as a rule, active = well fitted curve in the direction sought with a large enough effect; inconclusive = small, poorly fitted or top-dose-only effect, or another doubt; inactive = no such curve, though single readings can be large; an effect the other way counts as inactive or inconclusive. Unless noted, % is scaled to controls: 0 for no effect and ±100 for the full control effect; potency is read from the fitted curve at half-maximal effect.

1. CC(NC(=O)C1C2C=CC(C2)C1C(=O)O)c1ccccc1 (stereo unspecified)
2. COc1cccc(C2C(C(=O)c3sc(C)nc3C)=C(O)C(=O)N2CCN2CCOCC2)c1 (stereo unspecified)
3. COc1ccc2cc3cc(C(=O)N4CCN(Cc5ccc6c(c5)OCO6)CC4)oc3nc2c1
4. CCCCOc1ccccc1C1CC(=O)NC2=C1C(=O)CCC2 (stereo unspecified)
5. CCOC1(C(F)(F)F)NC(=O)N(Cc2ccc(OC)cc2)C1=O (stereo unspecified)
6. COc1cc(C2CC(=O)N3CN(c4ccccc4C)CSC3=C2C#N)cc(OC)c1OC (stereo unspecified)
7. Cc1ccc2nc(-c3ccsc3)c(Nc3ccc(Cl)cc3)n2c1
8. COc1ccc(C(O)Cc2nc3ccccc3n2C)cc1OC (stereo unspecified)
assay / entry | 1 | 2 | 3 | 4 | 5 | 6 | 7 | 8
p53ts 39C tox | 6% | 2% | -9% | -22% | -8% | -6% | -23% | 18%
p53ts 32C tox | 3% | 0% | ? | 1% | 15% | 4% | -11% | -9%
IkB signaling | -0.9% | 1.2% | 1.0% | 5.9% | 3.8% | 11% | 1.6% | 0.7%
Imprint erasure | -3% | -14% | -21% | -16% | -5% | -15% | -5%[10.9 µM] | 4%

9. Cc1nc2nc(-c3ccccc3)cc(=O)n2[nH]1
10. C/C(=C\C(=O)Nc1nccs1)c1ccccc1
11. CCOC(=O)c1oc2nc(C(C)C)c3c(c2c1N)CCC3
12. Cc1ccc(C(=O)Nc2ccccc2NC(=O)c2ccc(C)o2)o1
13. COc1cccc(CN2C(=O)CN(C3CCCCC3)C(=O)C2c2ccc(F)cc2)c1 (stereo unspecified)
14. COc1ccc(Cn2c(=O)c3cccnc3n(Cc3cccc(OC)c3)c2=O)cc1
15. CCOc1ccc(CNC(=O)c2ccc(CS(=O)Cc3ccc(Cl)cc3)o2)cc1 (stereo unspecified)
16. COc1ccc(C2C=C(c3ccccc3)Nc3nc(NC(=O)c4ccc(C)cc4)nn32)cc1 (stereo unspecified)
assay / entry | 9 | 10 | 11 | 12 | 13 | 14 | 15 | 16
p53ts 39C tox | 13µM* | ? | 14% | 13% | -3% | -19% | -21% | -2%
p53ts 32C tox | 16µM* | ? | 9% | 5% | 3% | 0% | -5% | 13%
IkB signaling | 9.7% | ? | 3.5% | -0.8% | -0.1% | -0.2% | 0.1% | 4.5%
Imprint erasure | -89%[inhibitor] | -26% | -11% | -4% | -17% | -4%[10.9 µM] | -18%[10.9 µM] | -15%[10.9 µM]

17. Cc1ccc(CCNC(=O)c2ccc3c(=O)n(-c4ccccc4)c(=O)[nH]c3c2)cc1
18. CCCC[C@@H]1C[C@H]1C(NC(=O)c1ccccc1)c1ccc(C(=O)OC)cc1 (stereo partly specified)
19. CCC(C)NS(=O)(=O)c1ccc(OCC(=O)NCc2cccnc2)cc1 (stereo unspecified)
20. Cc1cc2nc(-c3ccc(OCc4ccccc4)cc3)cc(C(F)(F)F)n2n1
21. Cc1ccc(NC(=O)c2c(C)cc(C)nc2SCC(=O)Nc2ccc(Br)cc2)cc1
22. Cc1cccc(C(=O)Nc2cccc(C(=O)OCc3cc(=O)n4c5c(sc4n3)CCCC5)c2)c1
23. CC(C)CN1CCC2(CC1)CCN(S(=O)(=O)c1ccccc1)CC2
24. OC1(c2ccc3c(c2)OCO3)CCN(Cc2ccccn2)CC1
assay / entry | 17 | 18 | 19 | 20 | 21 | 22 | 23 | 24
p53ts 39C tox | -8% | 4% | -3% | -8% | -16% | 8% | -3% | 1%
p53ts 32C tox | 9% | 0% | 3% | -7% | ? | 2% | -12% | -4%
IkB signaling | 1.3% | / | 1.1% | -0.9% | ? | ? | 0.8%[11.4 µM] | -1.8%
Imprint erasure | -14%[10.9 µM] | -19% | -7% | -8%[10.9 µM] | ? | -15%[10.9 µM] | / | -12%

25. Cc1cccc(CNC(=O)c2ccc3c(c2)N(C)C(=O)C2CCCCN32)c1 (stereo unspecified)
26. O=C(O)c1cc(S(=O)(=O)N2CCOCC2)c(Sc2ccccn2)cc1Sc1ccccn1
27. CC1CCN(c2nc3c(c(=O)[nH]c(=O)n3C)n2Cc2ccccc2)CC1
28. Cc1ccc2cc(C#N)c(N3CCCN(S(=O)(=O)c4ccccc4)CC3)nc2c1
29. CCC1=C2CC[C@H]3C(=O)N(C)C(=O)[C@H]3[C@H]2[C@@]2(Cc3ccccc3)C(=NCCc3c[nH]c4ccccc34)OC(=O)N2C1=O
30. CCCCNC(=O)C1CCN(S(=O)(=O)CCC)CC1
31. COc1ccc(S(=O)(=O)NCC(c2ccco2)S(=O)(=O)c2cccs2)cc1OC (stereo unspecified)
32. Cc1cccc(C)c1NC(=O)C(=O)NCC(c1ccc2c(c1)OCO2)N1CCN(C)CC1 (stereo unspecified)
assay / entry | 25 | 26 | 27 | 28 | 29 | 30 | 31 | 32
p53ts 39C tox | -12% | 8% | 25% | -18% | -5% | -15% | 6% | -16%
p53ts 32C tox | 9% | 2% | 8% | 1% | 0% | -6% | -6% | 2%
IkB signaling | ? | -1.3% | -0.7% | 1.9% | / | ? | ? | 1.5%
Imprint erasure | -6%[10.9 µM] | -4% | -6% | -6% | -8% | -3%[10.9 µM] | -5%[10.9 µM] | -12%[10.9 µM]

33. C#CCn1c(=NC(=O)c2ccc3c(c2)OCCO3)sc2cc(OC)c(OC)cc21
34. CCCCCCCC1=CC2=CC(=O)C(C)(OC(C)=O)C(=O)C2=CN1CCc1ccccc1 (stereo unspecified)
35. O=C(NCc1cccc(Cl)c1)c1ccc2nc(N3CCCCC3)sc2c1
36. CC(C)NC(=O)CSc1nc2ccccc2n1CC(=O)N1CCc2ccccc21
37. Cn1nnnc1SCC(=O)N1CCOCC1
38. COc1cc(-c2nc(Cn3nnc(C(=O)Nc4ccccc4C)c3C)c(C)o2)cc(OC)c1OC
39. O=c1n(Cc2ccc(Cl)cc2)c2ccccc2c2nc(-c3ccccc3)nn12
40. COc1ccc(Cn2c(=O)c3oc4ccccc4c3n(CC(=O)Nc3ccc(F)cc3F)c2=O)cc1
assay / entry | 33 | 34 | 35 | 36 | 37 | 38 | 39 | 40
p53ts 39C tox | -9% | 9%[9.22 µM] | -8% | -5% | -1% | -9% | -12% | -13%
p53ts 32C tox | -4% | 7%[9.22 µM] | 5% | 3% | -1% | -5% | 2% | -1%
IkB signaling | ? | / | 1.5% | 1.6% | / | ? | -0.9% | -1.4%
Imprint erasure | 2%[10.9 µM] | / | -4%[10.9 µM] | -2% | / | -8%[10.9 µM] | -9%[10.9 µM] | -8%[10.9 µM]

41. O=C1CCSC2(C(=O)N(Cc3ccc(F)cc3)c3ccccc32)N1c1ccc(Cl)cc1 (stereo unspecified)
42. CCC(=O)Nc1ccc2c(c1)C(=O)N(C1CCCCC1)C2=O
43. O=C1Nc2ccccc2C1=Nc1cccc2ncccc12
44. CC(C)Cc1nn2c(=O)cc(COC(=O)c3ccccc3NC(=O)c3cccs3)nc2s1
45. COc1ccc(C(=O)N2CCC3(CCN(CC(C)C)CC3)CC2)cc1
46. O=C1c2ccccc2N[C@H](c2cc(Cl)cc(Cl)c2O)N1CCc1ccccn1
47. CCOc1ccc2nc(SCC(=O)NC3CCS(=O)(=O)C3)[nH]c2c1 (stereo unspecified)
48. Fc1ccc(N2CCN(Cc3nnc(-c4ccccc4Cl)o3)CC2)cc1
assay / entry | 41 | 42 | 43 | 44 | 45 | 46 | 47 | 48
p53ts 39C tox | -18% | 1% | -5%[9.22 µM] | 2% | -1% | 7%[9.22 µM] | 4% | -7%
p53ts 32C tox | 7% | -4% | 0%[9.22 µM] | 3% | -9% | -6%[9.22 µM] | 7% | -2%
IkB signaling | ? | -3.2% | 0.0%[11.4 µM] | -1.8% | 0.7%[11.4 µM] | 2.1%[11.4 µM] | -1.6% | 7.2%
Imprint erasure | -4%[10.9 µM] | 3% | -2%[10.9 µM] | -9%[10.9 µM] | / | 10%[10.9 µM] | -8% | -4%[10.9 µM]

49. COc1ccc(Cn2ccc3nc(C)c(C(=O)N4CCN(c5cc(C)ccc5C)CC4)cc3c2=O)cc1
50. c1ccc2c(c1)CCCN2Cc1nnc2n1CCCCC2
51. COc1ccc(C(=O)c2ccc(OC)cc2O)c(O)c1
52. Cc1cc(=O)[nH]c2nnc(SCC(=O)NC(C)(C)C)n12
53. CC(C)C(=O)Nc1cccc(C(=O)Nc2nnc(C(F)(F)F)s2)c1
54. CCC(=O)Nc1nc2ccc(S(C)(=O)=O)cc2s1
55. COc1ccc(-c2[nH]c3ccccc3c2SCCNC(=O)c2cc(OC)c(OC)c(OC)c2)cc1
56. N#Cc1ccccc1NC1=CC(=O)CCC1
assay / entry | 49 | 50 | 51 | 52 | 53 | 54 | 55 | 56
p53ts 39C tox | 15% | -5% | 5% | 11% | -17% | 14% | 13% | -1%
p53ts 32C tox | 9% | 4% | -2% | -1% | -24% | -13% | 4% | -5%
IkB signaling | ? | 0.0% | -0.6% | 2.6% | ? | / | ? | -0.5%
Imprint erasure | 19%[10.9 µM] | 0% | 4% | 21%[10.9 µM] | -2%[10.9 µM] | / | -17%[10.9 µM] | -3%

57. CCOC(=O)CSc1nc2c([nH]c3ccccc32)c(=O)n1C
58. CC(C)c1ccccc1NC(=O)CSc1nnc(COc2ccccc2Cl)o1
59. Cc1ccc(NC(=O)C2CCCN(c3cnccn3)C2)c(C)c1 (stereo unspecified)
60. CC(C)(C)OC(=O)N1CCC(c2c(C(=O)NCc3ccccn3)cnn2-c2ccccc2Cl)CC1
61. O=C(c1ccccc1)N1CCc2cc(CNS(=O)(=O)c3ccc(Cl)s3)ccc21
62. COc1ccccc1N1CCN(C(=O)Cc2cccs2)CC1
63. Cc1ccc(CNC(=O)CSc2nc3ccsc3c(=O)n2-c2ccc(Br)cc2)cc1
64. Cc1cccc(C)c1NC(=O)CSc1nnc(Cn2nnc(-c3ccccc3)n2)n1-c1ccccc1
65. CCCc1cc(=O)[nH]c2nnc(SCC(=O)Nc3cccc(C)c3)n12
assay / entry | 57 | 58 | 59 | 60 | 61 | 62 | 63 | 64 | 65
p53ts 39C tox | 6% | 14% | -2% | 12% | -14% | 16% | -6% | 7% | 9%
p53ts 32C tox | 3% | -8% | 4% | 3% | -4% | -1% | -3% | 17% | 8%
IkB signaling | 2.1% | 3.0% | -0.4% | 3.7% | -0.2% | 6.0% | 1.2% | ? | 0.5%
Imprint erasure | 5% | 4%[10.9 µM] | -3%[10.9 µM] | 5%[10.9 µM] | -7%[10.9 µM] | -7% | -5%[10.9 µM] | -11% | 27%[10.9 µM]
